High-throughput results as filed in PubChem BioAssay.
Tau fibril FP: inhibitors of human tau fibril formation; P10636; Potency, µM (series often up to 57.7 µM), inactives show at the top dose activity, negative = inhibition, usual class: inhibitors; K18 P301L tau heparin fibrillization, Alexa594 FP, 6 h; actives 0.39% (n = 280,000); further: on the % scale 0 is the no-effect control and ±100 the full control effect; nearly all actives have a fitted effect of over 55% in size
Target sequence (P10636 561-689 P618L limits assumed): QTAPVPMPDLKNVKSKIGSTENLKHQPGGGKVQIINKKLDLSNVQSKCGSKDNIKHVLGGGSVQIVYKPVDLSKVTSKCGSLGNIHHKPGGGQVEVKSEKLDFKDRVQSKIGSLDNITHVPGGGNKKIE
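Heparin (20 uM) drove fibril formation of recombinant tau K18 P301L, 15 uM unlabeled with 0.24 uM Alexa 594 label, for 6 hr at 37 C in 100 mM sodium acetate pH 7. Fluorescence polarization (555/632 nm) read 1 hr after 30 uM ThT.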
HTT aggregate: mutant huntingtin aggregation inhibition; Potency, µM (top dose mostly 46.1 µM), without a hit: top-dose activity change, negative = inhibition, hits mostly inhibitors; AID 1688; actives 1.1% (n = 220,000); PC12 HttQ103-GFP aggregates, Acumen cytometry, 40 h; further: on the % scale 0 is the no-effect control and ±100 the full control effect; nearly all actives have a fitted effect of over 60% in size
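Multiplexed with ATP-based cell death, this channel scores GFP aggregates in PC12 cells expressing inducible HTTex1-Q103-GFP. Induction used 100 nM tebufenozide; compounds were tested in concentration series.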
Tau fluor cs: counter-screen for tau fibril formation inhibitors | tau K18 P301L Alexa594 fluorescence, heparin fibrillization | Potency, µM (highest dose often 57.7 µM), for inactives: at the top dose activity change, negative = decrease | actives 0.93% (n = 280,000) | AID 1463; further: on the % scale 0 is the no-effect control and ±100 the full control effect; nearly all actives have a fitted effect of over 55% in size
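Human tau K18 P301L (15 uM unlabeled, 0.24 uM Alexa 594-labeled) in 100 mM sodium acetate pH 7 with 20 uM heparin, 6 hr at 37 C. ThT 30 uM added, 1 hr ambient; Alexa 594 FP and total fluorescence read at 555/632 nm.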
SMN2 splice up: enhancers of SMN2 splice variant expression. actives 2.8% (n = 210,000). HEK293 SMN2-luciferase splicing reporter, luminescence, 30-36 h. Potency, µM (titrated, usually from 46.1 µM), for the others: top-dose activity change, positive = activation, actives largely listed as activators; further: % of control where 0% means no effect; nearly all actives have a fitted effect of over 55% in size
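qHTS luciferase splicing reporter: luminescence rises when SMN2 exon 7 is included in transfected HEK293 cells. Compound exposure lasted 30-36 h at 37C, with 4.5 mM final sodium butyrate as control, followed by a ONE-Glo read.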
HTT ATP protect: Huntington cell model cytoprotection by ATP luminescence | actives 0.14% (n = 230,000) | PC12 HTT-Q103 induced, cytoprotection, ATP luminescence, 40 h | Potency, µM (top dose mostly 56.4 µM), for the others: cytoprotection (ATP increase), actives largely listed as activators;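 further: % of control where 0% means no effect; nearly all actives have a fitted effect of over 45% in size; toxic huntingtin expression switched on by the ecdysone agonist tebufenozide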
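Quantitative HTS on tebufenozide-induced (100 nM) PC12 cells expressing HTTQ103 exon 1–GFP; compounds tested as a concentration series; survival measured via cellular ATP.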
Tau ThT inhib: tau fibrillization inhibition (ThT binding). P10636. recombinant tau K18 P301L (four-repeat tau fragment), heparin-induced fibrillization, ThT fluorescence. Potency, µM (highest dose often 57.4 µM), inactives show at the top dose activity, negative = inhibition, hits mostly inhibitors. actives 2.1% (n = 270,000). AID 1460; further: on the % scale 0 is the no-effect control and ±100 the full control effect; nearly all actives have a fitted effect of over 55% in size
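In this qHTS, human K18 P301L tau is incubated with compound and heparin for 6 hr at 37 C, and Thioflavin T fluorescence then reports fibril load.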
ALDH1A1 inh: inhibitors of human aldehyde dehydrogenase 1A1. actives 7.3% (n = 220,000). Purified ALDH1A1, NADH fluorescence, propionaldehyde substrate. Potency, µM (highest dose often 75.3 µM), without a hit: at the top dose activity, negative = inhibition, actives largely listed as inhibitors. AID 1030. P00352; active means well fitted inhibition curve with a large enough effect, not every such curve was filed as active; inconclusive means small, poorly fitted or top-dose-only effect, or another doubt; inactive means no such curve, though single readings can be large or run the other way;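 further: plate controls were no enzyme wells and a reference inhibitor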
Target sequence (P00352 whole entry, looked up): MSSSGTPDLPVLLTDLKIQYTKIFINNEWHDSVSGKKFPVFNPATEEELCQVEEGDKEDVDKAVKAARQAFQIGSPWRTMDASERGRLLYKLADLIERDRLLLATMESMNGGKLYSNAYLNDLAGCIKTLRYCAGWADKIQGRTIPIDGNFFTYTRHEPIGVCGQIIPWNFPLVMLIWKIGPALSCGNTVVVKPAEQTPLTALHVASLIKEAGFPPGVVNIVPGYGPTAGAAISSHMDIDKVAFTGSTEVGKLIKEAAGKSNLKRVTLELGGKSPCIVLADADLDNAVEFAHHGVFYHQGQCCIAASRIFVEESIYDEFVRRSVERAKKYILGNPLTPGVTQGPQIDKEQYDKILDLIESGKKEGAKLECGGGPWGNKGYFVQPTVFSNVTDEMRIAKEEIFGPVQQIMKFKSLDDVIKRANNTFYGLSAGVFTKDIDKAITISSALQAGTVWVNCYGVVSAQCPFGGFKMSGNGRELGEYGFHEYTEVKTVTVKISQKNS
KDM4E inh: inhibitors of human JMJD2E histone demethylase; B2RXH2; JMJD2E catalytic domain, FDH-coupled NADH fluorescence (FDH is formaldehyde dehydrogenase); Potency, µM (top dose mostly 57.1 µM), without a hit: top-dose activity change, negative = inhibition, hits mostly inhibitors; actives 1.6% (n = 230,000); active means well fitted inhibition curve with a large enough effect, not every such curve was filed as active; inconclusive means small, poorly fitted or top-dose-only effect, or another doubt; inactive means no such curve, though single readings can be large or run the other way;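 further: 0% = wells with enzyme and -100% = buffer wells without enzyme; nearly all actives have a fitted effect of over 50% in size; many of its hits are not listed in these tables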
Target sequence (B2RXH2 1-337 limits assumed): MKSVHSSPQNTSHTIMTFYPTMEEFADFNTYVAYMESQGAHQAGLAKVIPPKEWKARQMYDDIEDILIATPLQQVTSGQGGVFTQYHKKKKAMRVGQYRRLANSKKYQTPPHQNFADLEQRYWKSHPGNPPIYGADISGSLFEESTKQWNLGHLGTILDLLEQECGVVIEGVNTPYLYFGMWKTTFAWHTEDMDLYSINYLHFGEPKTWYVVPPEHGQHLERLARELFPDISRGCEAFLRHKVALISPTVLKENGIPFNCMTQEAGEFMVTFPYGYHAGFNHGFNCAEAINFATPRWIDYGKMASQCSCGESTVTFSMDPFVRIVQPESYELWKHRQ
* hit, by the source's call; ? = inconclusive; nt = no result given; & = joins results of further samples; [ ] = remark or other dose. Unless noted, the call rests on the fitted dose curve; in most records, active means well fitted curve in the direction sought with a large enough effect; inconclusive means small, poorly fitted or top-dose-only effect, or another doubt; inactive means no such curve, though single readings can be large; an effect the other way counts as inactive or inconclusive. Potency means the concentration at half of the fitted maximal effect. An excerpt, so the mix of outcomes need not match the whole.

SMILES	Tau fibril FP	HTT aggregate	Tau fluor cs	SMN2 splice up	HTT ATP protect	Tau ThT inhib	ALDH1A1 inh	KDM4E inh
O=C(O)c1cccc(Cn2c(Cl)c(/C=N/NC(=O)c3ccc(O)cc3)sc2=O)c1	-4%	-10%[9.22 µM]	-4%	nt	-3%[10 µM]	nt	nt	-26%
COc1ccc(C(=O)NCc2ccc(-n3cccc3)cc2)cc1OC	-1%	19%	0%	-46%[inhibitor]	-13%[10 µM]	-1%	?	9%
COc1cccc(CC2(CO)CCN(Cc3cn(C)nc3C)CC2)c1	-2%	2%[9.22 µM]	0%	nt	6%[10 µM]	7%	0%	-1%
N#Cc1cc([N+](=O)[O-])cnc1NCC(O)CO (stereo not given)	-5%	2%	6%	-13%	30%	6%	0%	14%
O=S(=O)(NCC(c1cccnc1)N1CCN(c2ccc(F)cc2)CC1)c1cccs1 (stereo not given)	-8%	13%	-9%	-6%	7%[10 µM]	-1%	-7%	1%
N#Cc1c2n(cnc1=O)CCCCC2	2%	10%	1%	-5%	-4%	4%	-1%	-2%
COc1ccc(-c2nc(-c3ccccc3)oc2Nc2ccc3ccccc3c2)cc1	-5%	nt	-15%	25%	0%	?	-10%	3%
CCCNC(=O)NCCc1c(C)[nH]c2ccccc12	-2%	2%	-5%	-9%	-5%	-8%	10%	-5%
Cc1ccccc1CSc1ncc(Cl)c(C(=O)Nc2nc3ccc(F)cc3s2)n1	-7%	nt	-4%	4%	nt	?	nt	nt
CCOc1ccc(CCNC(=O)c2nnc(Cc3ccc(Cl)cc3Cl)o2)cc1OCC	3%	nt	-9%	0%	nt	-8%	nt	nt

Single entries from the results shown:
Tau fluor cs, `CCOc1ccc(CCNC(=O)c2nnc(Cc3ccc(Cl)cc3Cl)o2)cc1OCC` stands at -9%
ALDH1A1 inh, `CCCNC(=O)NCCc1c(C)[nH]c2ccccc12` stands at 10%
HTT aggregate, `COc1ccc(C(=O)NCc2ccc(-n3cccc3)cc2)cc1OC` stands at 19%
Tau ThT inhib, `COc1cccc(CC2(CO)CCN(Cc3cn(C)nc3C)CC2)c1` stands at 7%
Tau fluor cs, `COc1ccc(-c2nc(-c3ccccc3)oc2Nc2ccc3ccccc3c2)cc1` stands at -15%

(continued)
SMILES	Tau fibril FP	HTT aggregate	Tau fluor cs	SMN2 splice up	HTT ATP protect	Tau ThT inhib	ALDH1A1 inh	KDM4E inh
CCOC(=O)c1c(-c2ccc(C)cc2)csc1NC(=O)c1ccc(N2C(=O)CCC2=O)cc1	-4%	-1%	2%	-3%	15%[10 µM]	3%	?	?
O=C(NCCCN1CCCCC1)c1ccc2c(c1)NC(=O)C(N1CCOCC1)S2 (stereo not given)	-3%	-8%	-3%	-7%	4%	-4%	0%	5%
CNC(=O)c1ccc(N(Cc2ccccc2)S(C)(=O)=O)cc1	6%	-9%	2%	7%	-2%	-6%	-6%	-4%
Cc1nnn(-c2nonc2N)c1C(=O)N/N=C/c1ccccc1O	6%	?	-3%	-12%	25%[10 µM]	2%	3%	13µM*
Cc1[nH]n(-c2ccccc2)c(=O)c1C(=O)c1cccc(F)c1	-9%	nt	-6%	6%	nt	-9%	-2%	4%
COc1ccccc1Oc1c(C)oc2c(CN(C)C)c(O)ccc2c1=O	-2%	14%	-13%	6%	42%[10 µM]	-14%	?	?
CSc1ccc(/C=C/C(=O)NC(=O)c2ccccc2O)cc1	6%	-4%[9.22 µM]	-19%	25µM*	-81%[inhibitor]	?	-15%	?
Cc1ccc(-n2c(C)cc(/C=N/NC(=O)c3ccc(CN4CCOCC4)cc3)c2C)cc1	-1%	27%	-18%	-32%[inhibitor]	-31%	?	?	?
CCOc1ccc(C(=O)COC(=O)CC)cc1	2%	11%	-14%	3%	9%[10 µM]	-16%	-2%	-2%
O=C(NC1CCCc2ccccc21)c1cncc(Br)c1 (stereo not given)	0%	-2%[9.22 µM]	-4%	-23%	-7%	-10%	1%	0%
O=C(CNS(=O)(=O)c1ccc(F)cc1)N1CCN(c2ccccc2)CC1	-1%	-10%	4%	27%	15%	-5%	-15%	3%
Cc1ccc(OCC(=O)NCCO)c(Br)c1	-1%	-5%	0%	nt	-39%	-9%	-2%	5%
COc1ccc(NC(=O)/C(C#N)=C/c2ccc(C)o2)cc1	-2%	nt	-5%	13µM*	nt	?	nt	nt
Cc1c(C(=O)Nc2ccc(N3CCOCC3)cc2)cccc1[N+](=O)[O-]	2%	19%	-3%	-4%	nt	-11%	15%	10%
CN(C)C(CNC(=O)CCCOc1ccccc1)c1ccco1 (stereo not given)	4%	0%	-6%	nt	5%	-15%	?	?
COCc1cc(CN2CCCC(C(=O)c3cccc(C(F)(F)F)c3)C2)ccc1OC (stereo not given)	-2%	-15%	-7%	nt	-17%	1%	7%	-4%
Cc1ccc(-c2cc(N)n(Cc3ccc(Cl)cc3)n2)cc1	?	-29%	?	-47%[inhibitor]	-4%	-13%	-5%	-5%
Nc1ccc2nc(C3CCCCC3)[nH]c2c1	2%	18%[9.22 µM]	-26%	nt	-9%[10 µM]	?	-6%	?
CCC(=O)c1ccc(/C=C/c2nc3ccccc3n2C)o1	-7%	7%	-13%	3.2µM*	-211%[inhibitor]	?	?	?
CN1C2CCC1/C(=C\c1ccc(F)cc1)C(=O)/C2=C/c1ccc(F)cc1	-1%	?	-8%	-39%[inhibitor]	23%[10 µM]	?	-1%	7%

Structures shown so far that contain a nitro group on carbon, in the order listed:
SMILES	Tau fibril FP	HTT aggregate	Tau fluor cs	SMN2 splice up	HTT ATP protect	Tau ThT inhib	ALDH1A1 inh	KDM4E inh
N#Cc1cc([N+](=O)[O-])cnc1NCC(O)CO (stereo not given)	-5%	2%	6%	-13%	30%	6%	0%	14%
Cc1c(C(=O)Nc2ccc(N3CCOCC3)cc2)cccc1[N+](=O)[O-]	2%	19%	-3%	-4%	nt	-11%	15%	10%

(list continues)
SMILES	Tau fibril FP	HTT aggregate	Tau fluor cs	SMN2 splice up	HTT ATP protect	Tau ThT inhib	ALDH1A1 inh	KDM4E inh
Cc1ccc(Sc2ccc(NC(=O)c3ccc(S(C)(=O)=O)cc3Cl)cc2)cc1	-13%	-11%	-11%	-7%	-12%	9%	?	11%
NS(=O)(=O)c1cccc(NC(=O)COc2ccc([N+](=O)[O-])cc2)c1	-1%	9%	-19%	-1%	26%	-19%	-3%	-7%
Cc1sc2ncn(CC(=O)Nc3ccccc3F)c(=O)c2c1-c1ccccc1	4%	6%	-7%	-35%[inhibitor]	-18%[10 µM]	-2%	?	?
Cc1ccc(S(=O)(=O)N2CCC(C(=O)N[C@H](C(=O)NC3CCS(=O)(=O)C3)C(C)C)CC2)cc1 (stereo not given in full)	5%	-5%	-2%	-4%	0%[10 µM]	-4%	4%	-4%
C=CCNC(=O)CN(c1ccc(OC)cc1OC)S(C)(=O)=O	-1%	8%	-2%	8%	16%	-4%	-11%	0%
COc1ccc(C)cc1Nc1nc2cc(Cl)c(Cl)cc2nc1-n1nc(C)cc1C	-2%	nt	0%	-5%	nt	3%	nt	nt
COc1cccc(N2CCN(C(=O)c3cc4c(s3)-c3c(C)cccc3OC4)CC2)c1	13%	nt	-27%	-3%	nt	?	nt	nt
COc1ccc(CNCCNC(=O)c2ccco2)c(OC)c1OC	-4%	5%	-6%	23%	0%	-9%	?	-20%
Cc1ccsc1/C=C(\C#N)C(=O)NCc1ccco1	7%	1%	3%	10%	-28%[10 µM]	-5%	24%	-4%
Cc1ccc2nc(-c3ccccc3)cc(C(=O)NCC3CCCO3)c2c1 (stereo not given)	6%	-2%[9.22 µM]	-8%	nt	-8%[10 µM]	-4%	nt	?

Ordered by the number under Tau fibril FP (descending): 3 of the compounds above.
Molecule	Tau fibril FP
Cc1ccc2nc(-c3ccccc3)cc(C(=O)NCC3CCCO3)c2c1 (stereo not given)	6%
COc1ccc(C)cc1Nc1nc2cc(Cl)c(Cl)cc2nc1-n1nc(C)cc1C	-2%
Cc1ccc(Sc2ccc(NC(=O)c3ccc(S(C)(=O)=O)cc3Cl)cc2)cc1	-13%

Following part:
SMILES	Tau fibril FP	HTT aggregate	Tau fluor cs	SMN2 splice up	HTT ATP protect	Tau ThT inhib	ALDH1A1 inh	KDM4E inh
CCN(CC)S(=O)(=O)c1ccc(Cl)c(C(=O)OCC(=O)c2c(N)n(C)c(=O)n(C)c2=O)c1	-7%	5%[9.22 µM]	-20%	nt	8%[10 µM]	-3%	nt	-5%
C=CCOC(=O)C1=C(C)Nc2nnnn2C1c1ccc(OC)cc1OC (stereo not given)	-3%	5%[9.22 µM]	-9%	-3%	1%	1%	?	-7%
COc1ccc(OC)c(S(=O)(=O)N2CCc3ccccc32)c1	1%	-1%	-4%	-19%	2%	0%	5%	-8%
CCOC(=O)NC(NCC(O)c1ccccc1)(C(F)(F)F)C(F)(F)F (stereo not given)	4%	-10%	7%	-9%	11%[10 µM]	3%	9%	-7%
Cc1ccc(NC(=O)NC(=S)NC(=O)c2ccccc2)cc1	?	-13%	-24%	8%	11%[10 µM]	-11%	?	-2%
O=C(O)CNC(=S)N(Cc1ccccc1)Cc1cccnc1	3%	16%	6%	22%	nt	2%	-6%	3%
CCOc1ccc(C(=O)Nc2ccc3c(c2)OCO3)cc1OCC	3%	-13%	-4%	28%	7%	-10%	1%	9%
Cc1cc(NC(=S)NC(=O)c2ccccc2)ccc1-c1cc2ccccc2oc1=O	-4%	0%	-9%	-26%	-47%[inhibitor][10 µM]	-1%	8.9µM*	3%
CCCCCc1c2c(cc(O)c1C(=O)O)OC(=O)c1c(cc(OC)cc1C(=O)CCCC)O2	-9%&-7%	-2%[9.22 µM]	-12%&-18%	2%	20%[10 µM]	?	0%&0%	-3%&2%
COc1nc(N(C)C)nc(N(C#N)CCOC(C)=O)n1	6%	-12%[9.22 µM]	2%	-7%	-5%[10 µM]	-5%	?	3%
Cn1c(=O)c2c(nc(NCc3ccccc3)n2CCCc2ccccc2)n(C)c1=O	8%	-13%	-24%	10%	14%[10 µM]	-8%	2%	-1%
CCOc1ccccc1NC(=O)CCc1ccc(C)o1	7%	5%	-3%	14%	-11%	-7%	-6%	5%
